# MrgX1 allo act: human MrgX1 positive allosteric modulation, primary screen; 310,000 compounds, 0.63% hits; Q96LB2; MrgX1-HEK293, Fluo-4 calcium flux, FDSS; active compounds read high; AID 588675; B-score at 10 µM;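 active = plate-corrected calcium response at least 3 library SD above typical, normal starting fluorescence, not activating the receptor alone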;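 also: compound read alongside a low EC10 to EC30 dose of BAM8-22 agonist; peak minus trough fluorescence over baseline measured at the second addition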
# MrgX1 agonist: human MrgX1 receptor agonism, primary screen | Q96LB2 | MrgX1-HEK293 cells, Fluo-4 calcium fluorescence, agonist mode; active compounds read high | B-score at 10 µM | 310,000 compounds, 0.44% hits;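 active = calcium response B-score plate-corrected fluorescence ratio at least 3 library SD, with starting fluorescence B-score inside 5 SD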
#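 Test system: Stable human MrgX1 HEK293 cell line | Schedule: Overnight plating before 1 h dye loading | Read-out basis: Baseline-normalised fluorescence change ratio, B-scored | Detection: Kinetic calcium dye fluorescence, Fluo-4 NW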
# MrgX1 antagonist: antagonists of human MrgX1 receptor. MRGX1-HEK293 calcium flux, Fluo-4, BAM8-22 antagonism; active compounds read low. B-score at 10 µM. 310,000 compounds, 1.3% hits;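 active = calcium-response B-score plate-corrected more than 3 library SD below zero, starting fluorescence within 5 deviations, no agonist response on first addition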;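 also: peak minus trough fluorescence over baseline after final BAM8-22 challenge near maximal dose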
# AI-2 QS modul: modulates the Vibrio harveyi AI-2 quorum sensing system; Vibrio harveyi JMH597 AI-2 luminescence/OD600 ratio, 9 h; active compounds read low; strain lacks LuxN and CqsS sensors; 0 = neutral-control median; activity change, % at 7.5 µM; 300,000 compounds, 0.4% hits; AID 2094; in the data active = activity change below about -75%, passing the limit was not always enough;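 also: luminescence divided by OD600 gain over 9 h not by final OD600 alone; inactives centre near 13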
# TRPC4 inh: inhibitors of mouse TRPC4 channel | HEK293 TRPC4beta/mu-opioid, DAMGO-evoked Fluo4 calcium flux; active compounds read low | B-score at 10 µM | 300,000 compounds, 0.39% hits | AID 2247;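 active = B-score over 3 SD under the library average, no early fluorescence shift, positive overall ratio signal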
# Target sequence (Q9QUQ5 whole entry, looked up): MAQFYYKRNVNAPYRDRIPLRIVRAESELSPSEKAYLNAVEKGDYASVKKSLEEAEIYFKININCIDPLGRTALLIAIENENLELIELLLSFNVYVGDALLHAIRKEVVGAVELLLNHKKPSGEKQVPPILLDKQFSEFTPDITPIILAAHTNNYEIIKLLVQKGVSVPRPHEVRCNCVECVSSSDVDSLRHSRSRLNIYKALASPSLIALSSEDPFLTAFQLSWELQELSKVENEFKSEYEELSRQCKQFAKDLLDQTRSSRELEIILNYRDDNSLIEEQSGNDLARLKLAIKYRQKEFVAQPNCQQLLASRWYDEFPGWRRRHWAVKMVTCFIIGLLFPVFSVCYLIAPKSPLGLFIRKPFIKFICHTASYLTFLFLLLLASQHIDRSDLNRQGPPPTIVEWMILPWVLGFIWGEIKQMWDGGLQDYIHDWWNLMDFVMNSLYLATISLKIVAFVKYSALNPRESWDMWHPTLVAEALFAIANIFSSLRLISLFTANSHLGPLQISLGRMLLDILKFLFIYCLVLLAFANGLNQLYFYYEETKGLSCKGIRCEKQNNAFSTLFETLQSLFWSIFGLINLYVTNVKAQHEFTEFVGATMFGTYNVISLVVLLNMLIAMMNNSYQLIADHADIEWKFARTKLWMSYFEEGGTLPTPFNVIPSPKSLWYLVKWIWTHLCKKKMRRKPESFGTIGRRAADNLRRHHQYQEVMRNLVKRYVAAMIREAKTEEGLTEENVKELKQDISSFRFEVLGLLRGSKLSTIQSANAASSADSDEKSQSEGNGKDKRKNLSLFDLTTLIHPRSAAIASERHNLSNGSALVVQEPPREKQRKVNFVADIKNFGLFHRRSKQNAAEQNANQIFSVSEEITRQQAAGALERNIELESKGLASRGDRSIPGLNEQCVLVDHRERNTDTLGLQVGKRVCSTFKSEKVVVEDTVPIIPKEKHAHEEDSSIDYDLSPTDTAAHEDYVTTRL
#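 Assay system: Stable TRPC4beta/mu-opioid receptor HEK293 cells | Reagent: DAMGO in two steps, submaximal then maximal | Compound dosing: Single concentration per test compound | Signal: Fluo4 Ca2+ flux fluorescence | Evaluation: Per-well B score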
# TRPC4 agonist: opens the mouse TRPC4 cation channel | Q9QUQ5 | 310,000 compounds, 0.49% hits | B-score at 10 µM | HEK293 TRPC4beta/mu-opioid, Fluo4 calcium fluorescence; active compounds read high;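 active = B-score above 5 SD of library B-scores, and initial fluorescence ratio not above library mean plus 5 SD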;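 also: positive B-score marks a calcium rise read as TRPC4 activation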
#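 Assay system: HEK293 cells stably co-expressing mouse TRPC4beta and mu-opioid receptor / Timing: Fluo4 dye loading 45 min at room temperature, 110 s recording / Signal: Fluo4 calcium-sensitive dye fluorescence, kinetic, 1 Hz baseline / Read-out: integrated baseline-normalised fluorescence ratio, converted to per-well B score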
# PolyA inhibitor: yeast polyadenylation inhibition | calls only at 12 µM | S. cerevisiae SKY197-pL101 polyadenylation reporter, beta-gal luminescence; efflux-impaired pdr1/pdr3 knockout yeast; score 100 = 6 SD above DMSO | 300,000 compounds, 0.02% hits;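 active = lowest replicate activity score at least 50, where 100 means six control SD above control mean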;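 also: yeast exposed to compound for 9 h at 30 °C; higher score means more reporter readthrough which indicates perturbed polyadenylation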
# TRPC4 potent: TRPC4 (mouse) allosteric potentiation; B-score at 10 µM; 310,000 compounds, 0.42% hits; AID 2227; Q9QUQ5; HEK293 TRPC4beta/mu-opioid, DAMGO EC20, Fluo-4 Ca2+ flux; active compounds read high;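 active = B-score of calcium response area above 5 SD of library B-scores, with initial fluorescence ratio within 5 SD of library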;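 also: B-score of integrated fluorescence ratio over time as area under calcium response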
# TRPC6 activator: mouse TRPC6 channel activation. 310,000 compounds, 0.13% hits. Q61143. HEK293-TRPC6 membrane potential dye fluorescence; active compounds read high. B-score at 10 µM;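 active = B-score of the integrated fluorescence ratio above library mean plus 3 SD, and starting fluorescence ratio within library mean plus 5 SD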;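 also: higher score means more depolarization so channel activation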
# TRPC6 inh: blocks the mouse TRPC6 cation channel. HEK293-TRPC6, membrane potential dye, ACh-evoked depolarization; active compounds read low. B-score at 10 µM. 310,000 compounds, 1.1% hits;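 active = B-score under library mean minus 3 SD, initial fluorescence not abnormally high, positive integrated signal ratio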;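 also: B-score derived from integrated fluorescence ratio over the kinetic read; more negative B-score means stronger inhibition of depolarization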
# HIF activator: HIF pathway transcriptional activation. U2OS HRE-luciferase reporter, luminescence; normalized: DMSO 0%, desferrioxamine 100%. activation, % at 7.5 µM (by protocol). 300,000 compounds, 0.32% hits;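 active = mean activation of at least 10% of the iron chelator positive control signal, with at least half of replicates also reaching 10%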
# An asterisk follows results filed as active; i = inactive; nt = no result given.
SMILES,MrgX1 allo act,MrgX1 agonist,MrgX1 antagonist,AI-2 QS modul,TRPC4 inh,TRPC4 agonist,PolyA inhibitor,TRPC4 potent,TRPC6 activator,TRPC6 inh,HIF activator
Cn1c(/N=C/c2ccccc2[N+](=O)[O-])nc2ccccc21,i,i,i,-20,i,i,i,15*,i,i,-0.9
COc1cc(F)ccc1S(=O)(=O)N1CCN(c2ccccc2)CC1,i,i,i,0,i,i,i,i,i,i,1.2
Cc1coc2c(C)c3oc(=O)c(CCC(=O)NCCC(=O)O)c(C)c3cc12,i,i,i,16,i,i,i,i,i,i,-2.4
CC1CCCCN1C(=O)CN(C)S(=O)(=O)c1cccc2nsnc12 (configuration not stated),i,i,i,16,i,i,i,i,i,i,-0.1
O=S(=O)(Cc1ccccc1)N1CCNCC1,i,i,i,24,i,i,i,i,i,i,-0.3
c1ccc(CN2CCN(CCOCCOc3cccc4ccccc34)CC2)cc1,i,i,i,7,i,i,i,i,i,i,1.4
COc1ccc(C(=O)Cn2nnc(-c3ccccc3NC(=O)C3CCCCC3)n2)cc1,i,i,i,22,i,i,i,i,i,i,-3.4
Cc1ccc(OCc2ccc(C(=O)NCC3CCCO3)cc2)cc1 (configuration not stated),i,i,i,26,i,i,i,i,i,i,-0.1
CC(=O)Nc1ccc(S(=O)(=O)N2CCC(C(=O)NCc3cccnc3)CC2)cc1,i,i,i,16,i,i,i,i,i,i,0.7
COC(=O)c1cc(NS(=O)(=O)c2ccc(NCc3cccnc3)c(N)c2)cc(C(=O)OC)c1,i,i,i,30,i,i,i,i,i,i,0.3
CCCOc1ccc(N2C(=O)CC(N3CCC(c4nc5ccccc5o4)CC3)C2=O)cc1 (configuration not stated),i,i,i,9,i,i,i,i,i,i,-0.2
CCn1c(SCC(=O)Nc2ccc(OCc3ccccc3)cc2)nnc1-c1ccco1,i,i,i,33,i,i,i,i,i,i,2.2
CC(=O)c1c(-c2ccccc2)c2cc([N+](=O)[O-])ccc2[nH]c1=O,i,i,i,31,i,i,i,i,i,i,-7.5
O=C(COc1ccc2c(c1)oc(=O)c1ccccc12)N[C@@H](Cc1c[nH]c2ccccc12)C(=O)O,i,i,i,8,i,i,i,i,i,i,0.0
Cc1ccc(OCC(=O)O/N=C(\N)c2ccccn2)cc1,i,i,i,-4,i,i,i,i,i,i,2.3
O=C(CCCOc1ccc(Br)cc1)NNC(=O)c1ccncc1,i,i,i,23,i,i,i,i,i,i,2.6
C#CCNc1ccc([N+](=O)[O-])cc1,i,i,i,10,i,i,i,i,i,i,-0.1
O=C(NCc1ccc2c(c1)OCO2)c1cc(F)c(F)cc1Cl,i,i,i,-3,i,i,i,i,i,i,-0.6
COc1ccc(COc2ccc3c(C)cc(=O)oc3c2)cc1,i,i,i,-29,i,i,i,i,i,i,4.8
COCCNC(=O)Cc1c(C)c2c(cc(C)c3c(C(C)(C)C)coc32)oc1=O,i,i,i,1,i,i,i,i,i,i,2.4
COc1ccc(Br)c(OC)c1C(=O)NC(=O)Nc1nc(C)cc(C)n1,i,i,i,25,i,i,i,i,i,i,nt
COc1ccc(CCNc2ccc(C(=O)O)cc2[N+](=O)[O-])cc1OC,i,i,i,21,i,i,i,i,i,i,0.3
CC(=O)N1c2ccc(S(=O)(=O)NCCC(=O)Nc3ccc(OC(F)(F)F)cc3)cc2CC1C (configuration not stated),i,i,i,22,i,i,i,i,i,i,0.6
Cc1nc2ccccc2n1CC(=O)OCC(=O)NCCc1ccccc1,i,i,i,3,i,i,i,i,i,i,-0.5

# Single records, as listed above. Order of values: MrgX1 allo act	MrgX1 agonist	MrgX1 antagonist	AI-2 QS modul	TRPC4 inh	TRPC4 agonist	PolyA inhibitor	TRPC4 potent	TRPC6 activator	TRPC6 inh	HIF activator
# Shown for `O=C(NCc1ccc2c(c1)OCO2)c1cc(F)c(F)cc1Cl` : i	i	i	-3	i	i	i	i	i	i	-0.6
# Shown for `Cc1ccc(OCC(=O)O/N=C(\N)c2ccccn2)cc1` : i	i	i	-4	i	i	i	i	i	i	2.3

# The list goes on.
SMILES,MrgX1 allo act,MrgX1 agonist,MrgX1 antagonist,AI-2 QS modul,TRPC4 inh,TRPC4 agonist,PolyA inhibitor,TRPC4 potent,TRPC6 activator,TRPC6 inh,HIF activator
CCCOc1ccc(-c2csc(N)n2)cc1[N+](=O)[O-],i,i,i,15,i,i,i,i,i,i,1.0
O=C(NCc1nnc(SCC(=O)N2CCCc3ccccc32)o1)c1c(F)cccc1Cl,i,i,i,22,i,i,i,i,i,i,0.1
CC1(C)Cc2c(c(=S)nc(-c3ccccc3)n2CCO)CO1,i,i,i,8,i,i,i,i,i,i,0.3
CCOC(=O)C(CCc1nnc(N)s1)C(=O)OCC,i,i,i,20,i,i,i,i,i,i,-0.5
Cc1cc(Br)c(OCC(=O)NN)c2c1CCC2,i,i,i,26,i,i,i,i,i,i,0.2
CC(C)(Oc1cccc2ccccc12)C(=O)O,i,i,i,11,i,i,i,i,i,i,-0.1
COc1ccc(CCNC(=O)c2ccc(N(C)S(=O)(=O)c3ccc(C)cc3)cc2)cc1,i,i,i,16,i,i,nt,i,i,i,-1.1
Cc1[nH]c2ccccc2c1C(=O)CNc1nccs1,i,i,i,16,i,i,i,i,i,i,0.5
CCN(CC)CCN(C(=O)c1ccc(C(C)=O)cc1)c1nc2ccc(Cl)cc2s1,i,i,i,21,i,i,i,i,i,i,nt
C/C(=N\OC(=O)NC(C)C)c1sc(-c2ccccc2)nc1C,i,i,i,0,i,i,i,i,i,i,5.2
Cc1cc(C)c(NS(=O)(=O)c2ccc(Cl)c(C(=O)O)c2)c(C)c1,i,i,i,24,i,i,i,i,i,i,-0.1
C=CCOC(=O)COc1ccc2c(C)c(C)c(=O)oc2c1,i,i,i,20,i,i,i,i,i,i,-0.2
COc1ccc2nc(N/C(=N/S(=O)(=O)c3cccs3)c3ccccc3Cl)sc2c1,i,i,i,46,i,i,i,i,i,i,0.9
O=C(c1ccccc1NS(=O)(=O)c1ccc2c(c1)OCCO2)N1CCOCC1,i,i,i,25,i,i,i,i,i,i,-0.1
Cc1ccc2nc(SCC(=O)Nc3cccc(Cl)c3)nc(=O)n2c1,i,i,i,29,i,i,i,i,i,i,1.2
CC(NC(=O)c1cn(C(C)c2ccccc2F)nn1)c1ccncc1 (configuration not stated),i,i,i,17,i,i,i,i,i,i,0.3
COc1cccc(-c2ccc(NC(=O)C3CCCN(Cc4cnc(C)s4)C3)cc2)c1 (configuration not stated),i,i,i,36,i,i,i,i,i,i,0.8
Nc1ccccc1OCCOc1ccccc1N,i,i,i,9,i,i,i,i,i,i,-0.2
COC(=O)c1ccc(CNC(=O)C2CCC(=O)N(Cc3ccccn3)C2)cc1 (configuration not stated),i,i,i,3,i,i,i,i,i,i,-0.5
O=C(CNC(=O)Cc1ccccc1)NCC(=O)OCC(=O)c1cccc2ccccc12,i,i,i,21,i,i,i,i,i,i,-0.2
COc1ccccc1S(=O)(=O)Cc1ccc(C(=O)NCc2ccccc2)o1,i,i,i,12,i,i,i,i,i,i,0.3
CN(Cc1ccccc1)S(=O)(=O)c1cccc2nsnc12,i,i,i,20,i,i,i,i,i,i,0.3
CC(=O)c1cccc(NC(=O)c2cc(-n3cnnc3)ccc2Cl)c1,i,i,i,16,i,i,i,i,i,i,-0.5
CCOC(=O)N1CCN(C(=O)c2ccc(CS(=O)Cc3ccc(C)cc3)o2)CC1 (configuration not stated),i,i,i,13,i,i,i,i,i,i,-0.1
CCC(C)NC(=O)c1cn(-c2cccc(C)n2)cn1 (configuration not stated),i,i,i,17,i,i,i,i,i,i,1.2
O=[N+]([O-])c1cccc2c(Cl)ccnc12,i,i,i,18,i,i,i,i,i,i,-0.5
O=C(Nc1ccc(Cl)cc1)c1cnc(-c2ccccc2)nc1-c1ccccc1,i,i,i,32,i,i,i,i,i,i,-0.3
CCOC(=O)NC(=O)CSc1nc(C)cc(C)c1C#N,i,i,i,21,i,i,i,i,i,i,-0.2
CC1(C)C(=O)OC(C(=O)c2ccc(C(C)(C)C)cc2)C(C)(C)C1=O (configuration not stated),i,i,i,64,i,i,i,13*,i,i,0.3
CCC(CC)C(=O)NCCc1ccc(F)cc1,i,i,i,16,i,i,i,i,i,i,0.3
COc1ccccc1C(=O)Nc1onc(C)c1C#N,i,i,i,-4,i,i,i,i,i,i,0.1
C#CCOCCOCCOCCNc1nc(N2CCN(C(=O)[C@H]([C@@H](C)O)n3cc(CCCCN)nn3)CC2)nc(N2CCN(C(=O)[C@H](Cc3ccc(O)cc3)n3cc(CCO)nn3)CC2)n1,i,i,i,4,i,i,i,i,i,i,0.2
Cc1ccc(NCc2nnc(SCC(=O)NCc3ccco3)n2CC2CCCO2)cc1Cl (configuration not stated),i,i,i,15,i,i,i,i,i,i,0.2
Cc1c(NC(=O)COc2ncnc3c(Cl)cc(Cl)cc23)c(=O)n(-c2ccccc2)n1C,i,i,i,-6,i,i,i,i,i,i,0.3
COc1ccc(C(=O)N/C(=C\c2cn(C)c3ccccc23)C(=O)NCCN2CCOCC2)cc1OC,i,i,i,8,i,i,i,i,i,i,-0.4
O=C1CCCN1CC(=O)N1CCCC(N2CCN(c3cccc(Cl)c3)CC2)C1 (configuration not stated),i,i,i,17,i,i,i,i,i,i,0.4
COc1ccc(Cl)cc1NC(=O)CCc1nnc2ccc(N3CCC4(CC3)OCCO4)nn12,i,i,i,-8,i,i,i,i,i,i,-0.2
Cc1ccc(C2(CCNCc3ccco3)CCOC(C(C)C)C2)cc1 (configuration not stated),i,i,i,13,i,i,i,i,i,i,0.1
CC(C)NC(=O)COc1ccc(/C=N/NS(=O)(=O)c2ccccc2)cc1,i,i,i,3,i,i,i,i,i,i,-0.1
CCC(=O)NC(c1ccc(C)cc1)c1ccc2cccnc2c1O (configuration not stated),i,i,i,-13,i,i,i,i,i,i,97*
CCN1CCN(c2nc(Nc3ccc(OC)cc3)nc(N)c2[N+](=O)[O-])CC1,i,i,i,24,i,i,i,i,i,i,0.0
O=C(CCCn1c(=O)c2cccn2c2cccnc21)N1CCN(c2ccccc2F)CC1,i,i,i,25,i,i,i,i,i,i,0.4

# Compound activity deposited in PubChem by several laboratories.

# An excerpt, so the mix of outcomes need not match the whole.
